Source: PubChem
bIAP act – increases bovine intestinal alkaline phosphatase activity. purified bovine IAP, CDP-star luminescence, 30 min; stronger effect = higher value; fold of DMSO-control signal, blank-subtracted. activation factor at 20 µM. 0.17% of 200,000 active. AID 1016;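 active = activation factor of 2 or more at 20 µM, a signal rise over negative controls twice the positive control's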
TNAP inh hi DEA – blocks human TNAP under high phosphate acceptor concentration. 0.03% of 200,000 active. P05186. inhibition, % at 20 µM. purified TNAP, CDP-star luminescence, 1 M DEA. AID 1135;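 active = over 50% inhibition of tissue-nonspecific alkaline phosphatase at 20 µM in the single-dose screen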;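 also: plate controls were DMSO wells for no effect and EDTA-quenched wells as full inhibition for full effect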
Target sequence (P05186 whole entry, looked up): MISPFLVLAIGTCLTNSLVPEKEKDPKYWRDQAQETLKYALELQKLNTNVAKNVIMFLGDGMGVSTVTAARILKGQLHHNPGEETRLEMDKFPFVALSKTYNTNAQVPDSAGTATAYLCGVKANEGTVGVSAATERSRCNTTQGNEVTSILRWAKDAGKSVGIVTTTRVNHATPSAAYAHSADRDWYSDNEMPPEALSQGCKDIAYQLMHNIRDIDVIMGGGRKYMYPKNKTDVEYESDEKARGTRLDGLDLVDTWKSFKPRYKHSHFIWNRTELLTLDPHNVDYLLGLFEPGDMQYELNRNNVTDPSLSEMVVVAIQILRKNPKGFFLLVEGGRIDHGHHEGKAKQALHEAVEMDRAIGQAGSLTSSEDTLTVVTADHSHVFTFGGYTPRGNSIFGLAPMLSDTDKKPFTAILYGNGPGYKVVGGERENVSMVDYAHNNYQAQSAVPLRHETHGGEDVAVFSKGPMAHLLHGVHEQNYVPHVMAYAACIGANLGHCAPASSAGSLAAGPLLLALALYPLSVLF
bIAP inhibitor – blocks bovine intestinal alkaline phosphatase activity | 190,000 tested, under 10 active | purified bovine IAP, CDP-star luminescence, 30 min | inhibition, % at 20 µM;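 active = over 50% inhibition of intestinal alkaline phosphatase at 20 µM in the single-dose screen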
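System: purified bovine intestinal alkaline phosphatase (IAP) enzyme; Input: IAP diluted 1/65,000,000 in the well; Measured by: CDP-star luminescence signal; Compound dosing: 20 µM single dose; Incubation: 30 min reaction at room temperature.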
Lmaj promast – inhibitors of Leishmania major promastigote growth | Leishmania major promastigotes, resazurin fluorescence viability | inhibition, % at 10 µM | 9% of 200,000 active | AID 1063; in the data active = inhibition above about 50%;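 also: promastigotes grown with compound for 44 hours at 28 °C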
TNAP act hi DEA – increases human TNAP activity under high phosphate acceptor concentration; P05186; activation factor at 20 µM; 200,000 tested, under 10 active; purified TNAP, CDP-star luminescence, 1 M DEA, 30 min; stronger effect = higher value; 0 = EDTA background, 1 = DMSO-only activity;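 active = activation factor at least 2 at 20 µM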
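Measured by: Luminescent substrate turnover signal | Test system: Human TNAP | Input: TNAP 1/800 final | Dosing: 20 µM single point | Schedule: 30 min, room temperature | Controls: EDTA wells as negative control, DMSO wells as positive control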
PMI act hi M6P – increases human PMI activity with near-saturating mannose 6-phosphate | activation factor at 20 µM | P34949 | 0.34% of 190,000 active | coupled PMI enzyme assay, resazurin fluorescence, 20 min; stronger effect = higher value; 1 = untreated enzyme, 0 = substrate-free blank | AID 1216;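 active = activation factor of 2 or more at 20 µM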
Target sequence (P34949 whole entry, looked up): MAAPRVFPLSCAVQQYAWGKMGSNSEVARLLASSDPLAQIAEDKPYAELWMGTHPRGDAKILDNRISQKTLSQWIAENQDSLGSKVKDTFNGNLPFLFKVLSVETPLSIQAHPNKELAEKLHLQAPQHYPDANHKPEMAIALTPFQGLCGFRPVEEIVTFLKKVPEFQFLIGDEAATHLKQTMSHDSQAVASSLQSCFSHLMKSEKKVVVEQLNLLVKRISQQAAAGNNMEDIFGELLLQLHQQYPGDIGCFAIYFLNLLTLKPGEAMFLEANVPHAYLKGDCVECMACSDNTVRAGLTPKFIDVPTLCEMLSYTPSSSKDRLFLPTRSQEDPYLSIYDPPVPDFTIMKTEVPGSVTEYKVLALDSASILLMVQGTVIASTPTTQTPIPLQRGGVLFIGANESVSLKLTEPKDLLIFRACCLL
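Test system: human phosphomannose isomerase with PGI, G6PDH, diaphorase coupling enzymes; Amount: PMI at 15 ng/mL final; Reagent: Mannose-6-phosphate 1.0 mM (near-saturating) plus 0.22 mM NADP+; Timing: 20 min, room temperature; Technique: resorufin fluorescence at Ex 544/Em 590 nm; Dosing: 20 µM single dose.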
Diaph inh CS – diaphorase inhibition or chemical oxidation counter-screen; diaphorase resazurin-to-resorufin fluorescence, NADH, 16 min; bacterial (C. kluyveri) enzyme, not human; inhibition, % at 20 µM; 0.69% of 190,000 active;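 active = primary screen inhibition at 20 µM above a set limit, cut at about 50% in these data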;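 also: plate controls were DMSO with full reaction for no effect and wells lacking NADH for full effect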
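Assay system: diaphorase enzyme from Clostridium kluyveri; Input: enzyme working solution with 0.14 U/mL diaphorase; Timing: 16 min at room temperature; Technique: resorufin fluorescence, excitation 544 nm, emission 590 nm; Benchmarks: positive control minus NADH, DMSO neutral control.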
TNAP inh no acc – inhibitors of human TNAP without phosphate acceptor | P05186 | purified TNAP, CDP-star luminescence, 30 min | inhibition, % at 20 µM | 0.26% of 200,000 active | AID 1012;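 active = tissue-nonspecific alkaline phosphatase inhibition above about 50% at 20 µM in the single-dose screen, limit read from the data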;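 also: 0% = DMSO negative control and 100% = EDTA positive control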
Diaphorase act – counter-screen for diaphorase-based assays: diaphorase activators and chemical reducers | activation factor at 20 µM | Diaphorase/resazurin coupled assay, resorufin fluorescence, 16 min; stronger effect = higher value; 1 = vehicle wells, 0 = NADH-free wells | 0.005% of 190,000 active;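 active = diaphorase activity raised at least twofold by the compound at 20 µM; inactive = activation factor below 2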
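Material: bacterial diaphorase enzyme (C. kluyveri); amount: enzyme 0.07 U/mL final; reagent: NADH substrate 0.114 mM plus resazurin dye 0.1 mM, final; doses: single compound dose of 20 µM, 1% DMSO final; timing: 16 min enzyme reaction, ambient temperature; measured by: fluorescence of resorufin, 544 nm excitation, 590 nm emission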
PMI act – activators of human phosphomannose isomerase | 0.005% of 190,000 active | purified human PMI, coupled resazurin fluorescence, 20 min; stronger effect = higher value; 1 = vehicle control, 0 substrate-free wells | P34949 | activation factor at 20 µM;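 active = activation factor of 2 or more at 20 µM, relative to plate controls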
Numbers without * were called inactive.

SMILES | bIAP act | TNAP inh hi DEA | bIAP inhibitor | Lmaj promast | TNAP act hi DEA | PMI act hi M6P | Diaph inh CS | TNAP inh no acc | Diaphorase act | PMI act
O=C(Oc1cccc(NC(=O)c2ccco2)c1)c1cccc(S(=O)(=O)N2CCCC2)c1 | 0.9 | -1.3 | 8.0 | 13.8 | 1 | 0.9 | 14.8 | -3.8 | 0.9 | 0.9
CCOC(=O)NC(=O)COC(=O)c1ccc(O)cc1 | 1.1 | 1.0 | -13.6 | 1.0 | 1 | 1 | 3.4 | 6.1 | 1 | 1
Cc1cc2c(OCC(O)CNC3CCCCC3)cccc2[nH]1 (configuration not stated) | 1.1 | -3.2 | -13.6 | 12.7 | 1 | 0.6 | 7.0 | -13.1 | 0.9 | 0.8
CCOC(=O)c1cc(-c2ccccc2)sc1NC(=O)CC | 0.9 | -4.1 | 9.4 | -3.8 | 1 | 0.9 | 8.9 | -9.3 | 0.9 | 0.9
CCOC(=O)c1c(NC(=O)CSc2nncs2)sc(C)c1C | 1 | -0.4 | 0.0 | -6.8 | 1 | 1.1 | 9.3 | -11.1 | 0.9 | 1
COc1ccc(Nc2ncnc3nc[nH]c23)cc1OC | 1.4 | -6.6 | -39.8 | -5.7 | 1.1 | 0.9 | 22.8 | -110.3 | 0.8 | 0.9
CCCCOc1cccc(C(=O)N(Cc2cccs2)C2CCS(=O)(=O)C2)c1 (configuration not stated) | 1 | -0.3 | 3.5 | 11.5 | 1 | 0.9 | 24.3 | -6.2 | 0.8 | 0.9
COc1ccccc1NS(=O)(=O)c1ccc(Cl)cc1 | 1 | -4.2 | 3.2 | -3.2 | 1 | 1 | 11.3 | -9.2 | 0.9 | 1
Fc1ccc(Br)cc1C1C=C(c2ccc(Br)cc2)Nc2ncnn21 (configuration not stated) | 0.8 | -1.4 | 23.8 | 7.1 | 1 | 1.1 | 15.0 | 14.2 | 0.8 | 1.1
CC1(O)CC(=O)N(c2ccccc2)O1 (configuration not stated) | 1 | -3.0 | 1.9 | -2.8 | 1 | 1 | 2.5 | -8.8 | 1 | 0.9
COc1cc2[nH]c(=S)n(CC3CCCO3)c(=O)c2cc1OC (configuration not stated) | 0.9 | -1.5 | 7.8 | 6.8 | 1 | 1 | 8.2 | -7.2 | 0.9 | 0.9
COc1cc(CC(=O)OCC(=O)Nc2ccc3c(c2)OCO3)cc(OC)c1OC | 1.1 | -5.2 | -8.9 | -3.1 | 1.1 | 1 | -8.3 | -10.4 | 1.1 | 1.1
O=S(=O)(c1ccccc1)N1CC=C(c2ccccc2)CC1 | 1 | -3.5 | 1.5 | 1.6 | 1 | 0.9 | 9.4 | -11.6 | 0.9 | 0.9
COc1cccc([C@@H]2Oc3ccc(OC)cc3C(=O)[C@H]2OC(=O)Nc2cc(OC)c(OC)c(OC)c2)c1 | 0.8 | -0.2 | 24.5 | 0.8 | 1 | 0.8 | 25.9 | -2.0 | 0.7 | 0.8
COc1ccc(/C=C(/C#N)S(=O)(=O)c2ccc(C)cc2)cc1 | 0.8 | -5.0 | 19.0 | -0.9 | 1.1 | 1 | 16.7 | -16.4 | 0.8 | 1
C=CCn1c(Cc2c(C)[nH]c3ccccc23)nnc1SCC(=O)NCc1ccc(F)cc1 | 1.1 | -3.8 | -7.0 | -5.9 | 1 | 0.9 | 4.9 | -8.4 | 1 | 1
COC(=O)c1ccc2c(=O)n(CCCCCC(=O)NCCNC(C)=O)c(=O)[nH]c2c1 | 0.9 | -2.4 | 7.0 | -4.2 | 1 | 1.1 | 5.4 | -15.4 | 0.9 | 1
Cc1ccc(NS(=O)(=O)c2cc([N+](=O)[O-])ccc2NNC(=S)Nc2cccc(Cl)c2)c(C)c1 | 0.9 | 57.8* | 6.6 | -6.1 | 0.4 | 0.9 | 29.7 | 39.6 | 0.7 | 0.7
CC1(C)C2CCC(C2)C1(C)NC(=O)CN1CCN(Cc2ccccc2)CC1 (configuration not stated) | 1 | -5.6 | -4.8 | 81.1* | 1.1 | 1 | 23.6 | -10.2 | 0.8 | 1
Cc1cccc(NC(=O)N[C@@H](C)C(=O)O)c1 | 1 | -2.6 | -1.8 | -1.2 | 1 | 1 | 13.5 | -7.7 | 0.9 | 0.9
C#CCOCCOCCOCCNc1nc(N2CCN(C(=O)[C@H](CCCCN)n3cc([C@@H](N)C(C)CC)nn3)CC2)nc(N2CCN(C(=O)[C@H](CCCCN)n3cc([C@@H](N)CC(C)C)nn3)CC2)n1 (some centres not stated) | 1.1 | -10.1 | -14.8 | -10.6 | 1.1 | 1.1 | -94.4 | -15.9 | 1.9 | 1.2
CN(C)C(=O)CSc1nnc2sc3ccccc3n12 | 0.9 | -8.3 | 14.6 | 5.9 | 1.1 | 1 | 13.8 | -14.4 | 0.9 | 1.1
COc1cc(C2Nn3c(nnc3-c3ccccc3OC)S2)ccc1O (configuration not stated) | 0.9 | 4.5 | 11.7 | -8.8 | 1 | 1.3 | -7.1 | -2.3 | 1.1 | 1.2
COc1ccc(/C(N)=N/OC(=O)CSc2ccccc2)cc1OC | 0.9 | 0.6 | 11.9 | 7.7 | 1 | 1 | 11.3 | 2.1 | 0.9 | 0.9
Cc1ccc(O)c(C(=O)/C=C/c2ccc3c(c2)OCCCO3)c1 | 1.3 | -4.6 | -33.9 | 30.2 | 1 | 0.9 | 10.5 | -1.7 | 0.9 | 0.9
CCC(C)NC(=O)c1cnn2c1NC(c1ccc3c(c1)OCO3)CC2C(F)(F)F (configuration not stated) | 1 | -8.5 | 2.8 | -3.1 | 1.1 | 1 | 17.5 | -15.5 | 0.8 | 1
CCOc1cc(CNCC(C)C)c(Cl)cc1OCC(=O)Nc1ccccc1 | 1.1 | -8.2 | -7.9 | 81.6* | 1.1 | 0.9 | 13.2 | -15.1 | 0.9 | 0.9
Cn1c(N2CCN(c3ccccn3)CC2)nc2c1c(=O)n(Cc1ccc(Cl)cc1)c(=O)n2C | 1 | -4.1 | -0.1 | -3.6 | 1 | 1 | 18.2 | -9.1 | 0.8 | 1
C/C(=N\NC(=O)C(C)n1nc(C)c([N+](=O)[O-])c1C)c1ccccc1O (configuration not stated) | 1 | -1.2 | -0.6 | 21.0 | 1 | 1 | 13.8 | -22.1 | 0.9 | 1
CC(C)(C)C1CCC(=NNS(=O)(=O)c2ccc(Br)cc2)CC1 (configuration not stated) | 0.9 | 1.5 | 8.0 | -11.4 | 1 | 1.4 | 10.0 | -3.1 | 0.9 | 1.4
O=C(COC(=O)c1ccc(S(=O)(=O)N2CCCCC2)cc1)NCc1ccco1 | 1 | -7.6 | 4.6 | 0.9 | 1.1 | 1 | 12.7 | -15.9 | 0.9 | 1
Cc1ccc(-n2c(SCC(=O)OC(C)C)nnc2-c2ccncc2)cc1 | 0.9 | -0.2 | 9.5 | 1.2 | 1 | 1.1 | 0.1 | -6.0 | 1 | 1
COc1ccc(/C=C(\C#N)C(=O)OCC(=O)NCc2ccccc2)cc1 | 1 | -3.2 | 4.2 | -1.5 | 1 | 1 | 8.7 | -5.5 | 0.9 | 1
CCC(=O)Nc1ccccc1C(=O)OCC(=O)c1ccc2ccccc2c1 | 1 | -5.7 | 4.2 | 3.0 | 1.1 | 1 | 10.5 | -8.1 | 0.9 | 0.9
COc1cc(C(=O)NCCN2CCCC2)cc(OC)c1OC | 0.9 | -5.1 | 7.5 | -4.3 | 1.1 | 1.2 | -1.7 | -2.8 | 1 | 1.2
CCOC(=O)C1=C(O)c2ccccc2C(=O)/C1=C\c1ccc(C)cc1 | 1.1 | -4.4 | -14.0 | -4.5 | 1 | 0.9 | 48.6 | 17.8 | 0.5 | 1.3
Cc1ccn2cc(CCNC(=O)C3CCCCC3)nc2c1 | 0.8 | -2.8 | 15.1 | 3.4 | 1 | 0.9 | -1.8 | -9.2 | 1 | 0.9
COc1ccc(C2(O)CCN(Cc3nnnn3Cc3ccc(F)cc3)CC2)cc1 | 1 | -5.7 | -4.1 | 21.5 | 1.1 | 0.9 | 16.8 | -7.2 | 0.8 | 1
Cc1ccccc1NC(=S)N(Cc1ccccc1)Cc1cccs1 | 1 | -1.7 | -1.4 | -2.2 | 1 | 1.1 | 3.5 | -9.7 | 1 | 1.1
COc1cc2c(cc1NC(=O)CSc1nc3ccc(C)cc3[nH]1)oc1ccccc12 | 0.9 | -4.2 | 8.4 | 65.2* | 1 | 1.1 | 7.6 | 4.5 | 0.9 | 1.1

Next part (2 carried over from the part before).
SMILES | bIAP act | TNAP inh hi DEA | bIAP inhibitor | Lmaj promast | TNAP act hi DEA | PMI act hi M6P | Diaph inh CS | TNAP inh no acc | Diaphorase act | PMI act
Cc1ccccc1NC(=S)N(Cc1ccccc1)Cc1cccs1 | 1 | -1.7 | -1.4 | -2.2 | 1 | 1.1 | 3.5 | -9.7 | 1 | 1.1
COc1cc2c(cc1NC(=O)CSc1nc3ccc(C)cc3[nH]1)oc1ccccc12 | 0.9 | -4.2 | 8.4 | 65.2* | 1 | 1.1 | 7.6 | 4.5 | 0.9 | 1.1
O=C(O)c1cccc(S(=O)(=O)Nc2ccc(S(=O)(=O)N3CCOCC3)cc2)c1 | 1 | -5.7 | 1.5 | -6.1 | 1.1 | 1.1 | 2.6 | -12.7 | 1 | 1.2
CSc1nncc(=O)[nH]1 | 0.9 | 1.6 | 9.0 | -6.8 | 1 | 1 | 0.5 | -9.6 | 1 | 1
COC(=O)C1=CN(CC2CCCO2)C=C(C(=O)OC)C1c1cc(OC)c(OC)c(OC)c1 (configuration not stated) | 1.3 | -9.2 | -29.0 | 18.5 | 1.1 | 0.9 | 12.1 | -16.8 | 0.9 | 0.8
CN(CC(=O)N1CCOCC1)C(=O)CSc1nc2ccccc2s1 | 1.1 | -1.8 | -10.1 | -3.5 | 1 | 1.1 | 4.6 | -24.5 | 1 | 1.1
O=C1c2ccccc2-c2cccc(NS(=O)(=O)c3ccc(C(F)(F)F)cc3)c21 | 0.7 | -1.7 | 28.6 | -5.4 | 1 | 0.8 | 28.9 | -14.5 | 0.7 | 0.8
CCOc1ccc(OCc2ccc(C(=O)NCC3CCCO3)o2)cc1 (configuration not stated) | 0.9 | -1.1 | 5.5 | -3.7 | 1 | 0.8 | 24.1 | -9.1 | 0.8 | 0.8
CCCCCn1c(N2CCOCC2)nc2c1c(=O)n(CC(N)=O)c(=O)n2C | 1 | -1.4 | 3.8 | -3.7 | 1 | 1 | -1.1 | -9.2 | 1 | 1
COc1ccc(OCC(=O)Sc2ccc(C)cc2)cc1 | 0.6 | 5.3 | 35.5 | -9.3 | 0.9 | 1 | 17.6 | 0.6 | 0.8 | 0.9
Cc1nnc(SCc2nnc(-c3ccccc3Br)o2)s1 | 1 | -1.9 | 0.6 | -0.2 | 1 | 1 | 6.6 | -13.3 | 0.9 | 1
